# High-throughput results deposited in PubChem by several laboratories.
# TROY signal inh: inhibitors of TROY-driven NF-kB signaling, primary screen, Q293 LMP1-TROYcd cells, NF-kB luciferase, uHTS; Q293 LMP1-TROYcd NF-kB luciferase reporter, 4 h; inhibition, % at 10 µM; 360,000 compounds, 0.98% hits; AID 1347056, 2019;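 active = compounds whose plate-normalised and pattern-corrected inhibition of the luciferase reporter signal at the single screening dose is 50% or more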
# MITF TRPM1 inh: inhibitors of MITF-dependent TRPM1 promoter reporter, primary screen, cell-based, SK-MEL-5, single point, luciferase; SK-MEL-5 TRPM1 promoter luciferase, 24 h; inhibition, % at 12.5 µM; 330,000 compounds, 0.83% hits; AID 488899, 2010;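 active = mean inhibition across replicates of 60% or more, whatever share of single replicates reaches that level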; also: values of inactives mirror those of a sister screen read the other way
# KKLEB cytotox: cytotoxicity in KKLEB CF airway cells, primary screen, cytotoxicity control for CF NF-kB inhibitor project, cell-based, uHTS, fluorescence assay plates | activity change (cytotoxicity), % at 5 µM | AID 602141, 2011 | KKLEB CF airway cells viability, ATPlite luminescence, overnight; stronger effect = lower value; cells stimulated with P. aeruginosa culture filtrate | 360,000 compounds, 0.36% hits;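 active = corrected activity change at or below -50% at 5 µM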
# NR2E3 ag-1: inhibitors of NR2E3-RetCOR corepressor binding, primary screen, NR2E3 agonist project, biochemical, TR-FRET, GST-NR2E3, biotin-RetCOR; AID 2300, 2010; Photoreceptor-specific nuclear receptor (Homo sapiens), Q9Y5X4; 320,000 compounds, 0.12% hits; 1536-well; inhibition of corepressor binding, % at 4.78 µM;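 active = percent inhibition above the cutoff of mean plus 3 SD of all tested compounds, set per screening campaign, cut at about 20% in these data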;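 also: 0% = DMSO wells and 100% = biotin wells as full block of FRET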
# Target sequence (Q9Y5X4 whole entry, looked up): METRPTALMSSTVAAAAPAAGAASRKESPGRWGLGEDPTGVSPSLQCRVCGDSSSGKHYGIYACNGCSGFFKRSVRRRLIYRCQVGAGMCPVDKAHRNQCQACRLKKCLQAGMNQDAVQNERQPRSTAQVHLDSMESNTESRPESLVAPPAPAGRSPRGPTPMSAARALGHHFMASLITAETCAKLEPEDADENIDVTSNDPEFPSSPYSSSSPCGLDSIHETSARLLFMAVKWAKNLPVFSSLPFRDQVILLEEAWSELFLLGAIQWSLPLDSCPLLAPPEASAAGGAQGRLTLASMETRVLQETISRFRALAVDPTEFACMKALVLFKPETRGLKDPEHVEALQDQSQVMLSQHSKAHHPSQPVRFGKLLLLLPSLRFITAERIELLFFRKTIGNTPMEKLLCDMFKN
#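 system = GST-tagged NR2E3 plus biotinylated RetCOR corepressor | input = 1.35 nM GST-NR2E3 | also added = 7 nM biotin-RetCOR | schedule = 5 h incubation at 4 °C | measured by = TR-FRET with europium anti-GST and streptavidin-D2, 340 nm excitation | read-out = percent loss of FRET ratio relative to control wells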
# TWEAK Fn14 block: inhibitors of TWEAK-Fn14 signaling, primary screen, luciferase reporter cells, uHTS; TWEAK-stimulated Fn14 reporter cells, luciferase luminescence, 8 h; inhibition, % at 10 µM; 360,000 compounds, 2% hits; AID 1159606, 2016; in the data active = inhibition above about 50%
# TRAIL sens C8: viability loss with TRAIL in NB7+C8 cells, primary screen, TRAIL sensitizer project, cell-based, ATPlite luminescence; inhibition (viability loss, TRAIL sensitization), % at 10 µM; 360,000 compounds, 1% hits;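 active = compounds causing at least 50% loss of cell viability in the single-dose screen, relative to plate controls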
# Peg3 prom inh: Peg3 promoter-driven luciferase inhibitors, primary screen, cell-based, HeLa, luciferase luminescence. HeLa PEG-Prom luciferase reporter, overnight. 360,000 compounds, 1.7% hits. AID 588405, 2011. inhibition, % at 20 µM;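 active = inhibition of at least 50% at 20 µM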
# CF NFkB block: inhibitors of PAF-induced NF-kB signaling, primary screen, cell-based, GFP fluorescence, uHTS. inhibition, % at 5 µM. 360,000 compounds, 0.86% hits. AID 588850, 2011. KKLEB NF-kB-GFP reporter, GFP fluorescence overnight;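 active = at least 50% inhibition at 5 µM, scaled per plate between neutral and stimulator controls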;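 also: PAF is a Pseudomonas aeruginosa culture filtrate used as stimulus; plate controls were PAF-stimulated DMSO wells for no effect and unstimulated DMSO wells for full effect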
# NR2E3 ag-2: NR2E3 agonists in two-hybrid cells, primary screen, cell-based, luminescence, CHO-S, Gal4-NCOR/VP16-NR2E3. Photoreceptor-specific nuclear receptor (Homo sapiens), Q9Y5X4. luciferase. inhibition of corepressor binding, % at 3.98 µM. 360,000 compounds, 0.35% hits. AID 602229, 2012;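 active = inhibition above the mean of all tested compounds plus 3 SD, cut at about 70% in these data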;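 also: 0% = DMSO with NR2E3 transfected cells and 100% = cells lacking NR2E3 construct; higher means lower luciferase signal from less NR2E3 corepressor binding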
# Shn3 3UTR inh: reduction of Shn3 3'UTR firefly luciferase signal, primary screen, Schnurri-3 inhibitor project, cell-based, Clone20 osteoblasts, set 2; Clone20 osteoblast Shn3 3'UTR firefly luciferase, 24 h; inhibition, % at 12.5 µM; 360,000 compounds, 0.52% hits; AID 588674, 2011;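 active = mean inhibition of at least 75% with every replicate also reaching 75%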;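 also: 0% = median of neutral control wells and 100% = pilot-screen positive control compound; some compounds past the cut are filed as inactive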
# HIF-2a block: HIF-2a reporter inhibitors, primary screen, luminescence, 786-0 RCC cells; 786-0 RCC cells HIF-2a reporter, luciferase luminescence, overnight; inhibition, % at 18.8 µM; 360,000 compounds, 0.72% hits; AID 624352, 2012;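 active = inhibition of the luminescence signal of 40% or more relative to plate controls, in a single-dose primary screen at 18.75 µM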
# An asterisk follows results filed as active; · = not tested or not shown. These rows are one share of the data; the hit share may differ from the screen's.
SMILES,TROY signal inh,MITF TRPM1 inh,KKLEB cytotox,NR2E3 ag-1,TWEAK Fn14 block,TRAIL sens C8,Peg3 prom inh,CF NFkB block,NR2E3 ag-2,Shn3 3UTR inh,HIF-2a block
COC(=O)c1ccc(CNC(=O)COC(=O)Cc2ccsc2)cc1,13,-3,-8,-1,14,-3,-5,19,22,-18,0
O=C(NCCc1ccccc1)c1ccccc1[N+](=O)[O-],-16,-24,1,-2,-5,-4,-60,9,-43,-26,-77
COc1cc(N(Cc2ccccc2)Cc2ccccc2)c2ncn(C(C)C)c2c1,12,3,-16,-3,11,9,10,26,6,9,0
CCOC(=O)N1CCC(NC(=O)c2cc3c(-c4cccc(OC)c4)nn(C)c3s2)CC1,23,-3,12,-1,1,14,29,-24,9,1,3
c1cncc(CNc2ncnc3sc4c(c23)CCC4)c1,15,-13,-20,0,24,31,5,45,-17,28,13
COc1ccc(OC)c(-c2nnc(SCC(=O)N3CCCC3)o2)c1,7,11,0,4,7,5,-3,2,-5,2,1
Cc1ccc(CSCC(=O)Nc2c(C)n(C)n(-c3ccccc3)c2=O)cc1,-2,-3,-2,2,-10,-2,-7,3,-1,-1,13
O=C(Nc1cccnc1)C1CCN(S(=O)(=O)c2cccc3nonc23)CC1,-19,1,5,2,-5,-26,18,2,22,-5,15
N#C/C(=C(/O)COC(=O)CSc1ccc2ccccc2c1)c1nc2ccccc2[nH]1,-20,11,14,-1,6,4,19,-14,10,-7,-13
Cc1ccccc1OCC(=O)OCC(=O)Nc1cc(C(F)(F)F)ccc1N1CCOCC1,8,4,-1,1,6,3,-3,-8,5,-24,20
COc1ccc(OC)c(NC(=O)Nc2ccc3c(c2)CCC3)c1,-50,-6,-9,4,6,-13,-75,9,-46,-2,-112
O=C(c1ccc(S(=O)(=O)N2CCCC2)cc1)N1CCCCCC1,3,-1,18,3,3,-10,-2,-14,-7,8,15
Cc1ccc(NC(=O)COC(=O)CCC(=O)c2cccs2)c(C)c1,1,10,8,-4,-14,-7,1,3,20,-4,7
COc1ccc(/C=C/C(=O)NC(=S)N2CCSCC2)cc1,-29,-2,12,-1,-28,-3,-39,3,-6,-13,-31
O=C(CCC(=O)c1ccc(F)cc1)Nc1cc(Cl)cc(Cl)c1,8,-16,-17,1,3,-8,6,15,5,-4,14
Nc1ncc(CN2CCCC(C(=O)Nc3ccc(-c4ccco4)cc3)C2)cn1 (stereo unspecified),-8,-2,-15,-2,-24,1,1,15,-6,12,-11
COc1ccccc1NC(=O)c1sc2ncn(Cc3ccc(C)cc3)c(=O)c2c1C,12,-3,-22,5,-52,-29,52*,20,-14,-8,-19
NC(=O)c1c(NC(=O)CN2C(=O)NC(Cc3ccccc3)C2=O)sc2c1CCC2 (stereo unspecified),9,1,0,-2,9,5,10,1,-7,17,10
O=C(CN1C(=O)C2C3C=CC(C3)C2C1=O)OCC(=O)c1ccccc1 (stereo unspecified),-12,1,3,3,-12,-8,16,-5,5,7,18
Cc1cc(=O)oc(C)c1C(=O)NCc1ccccc1,3,2,-2,1,-1,5,7,10,-39,3,11
N#C/C(=C(/O)c1ccc(C(=O)c2ccccc2)cc1)c1nc2ccccc2[nH]1,-3,3,-10,-6,-29,-26,13,10,7,4,15
C=C1CCN([C@@H](CC(C)C)C(=O)N2CCOCC2)S(=O)(=O)c2ccccc21,-2,10,8,0,-7,-3,2,-12,-1,-18,0
CCCCCCC(=O)N(O)C1CC(=O)N(c2ccc(F)cc2)C1=O (stereo unspecified),15,4,-15,-1,-34,16,29,39,-67,-40,-118
O=C(NCCc1c[nH]c2ccccc12)C(=O)NCC1OCCN1S(=O)(=O)c1cc(F)ccc1F (stereo unspecified),-20,12,-2,2,4,14,12,1,11,7,11
O=C(CSc1nc2ccccc2s1)c1ccc(O)cc1O,22,-42,3,2,39,-3,-246,44,-94,-22,-55
# The listing continues:
SMILES,TROY signal inh,MITF TRPM1 inh,KKLEB cytotox,NR2E3 ag-1,TWEAK Fn14 block,TRAIL sens C8,Peg3 prom inh,CF NFkB block,NR2E3 ag-2,Shn3 3UTR inh,HIF-2a block
Cn1c(=O)c2c(nc(CN3CCN(C(=O)c4ccco4)CC3)n2Cc2ccccc2)n(C)c1=O,22,-10,4,-1,8,1,5,2,9,-15,8
CN(Cc1ccccc1)C(=O)C1CCN(S(=O)(=O)c2ccc3nc4c(c(C(=O)O)c3c2)CCCC4)CC1,-12,6,10,2,-10,4,-18,-16,-6,-13,-5
CCCCN(C(=O)C1=COCCO1)c1c(N)n(Cc2ccccc2)c(=O)[nH]c1=O,-8,6,10,1,4,10,-2,1,3,0,7
C/C(=N\Nc1ccc([N+](=O)[O-])cc1)c1cc2ccccc2o1,24,10,16,2,-68,14,-124,-77,-49,-21,-168
O=C1c2ccccc2C(O)(c2ncc[nH]2)N1C1CCCCC1 (stereo unspecified),11,-5,-3,1,29,-2,14,13,-5,-26,10
COc1ccc(NC(=O)C2CCCN(C(=O)Nc3cccc(OC)c3)C2)cc1 (stereo unspecified),-7,-16,-6,1,-4,-21,5,2,-22,-27,-4
c1ccc2c(c1)nnn2CNc1nccs1,-6,-7,1,2,0,5,6,9,-7,14,18
CCc1n[nH]c(=S)n1/N=C/c1ccccn1,9,17,6,-5,5,6,6,0,-8,-4,14
Nc1nc2c(ncn2-c2ccccc2)c(=O)[nH]1,-13,7,0,·,-12,-11,7,14,11,-17,-4
Cc1ccc(O)c(NC(=O)Cc2ccc3ccccc3c2)c1,-32,-3,6,2,-16,2,1,-2,-1,9,-2
O=C1c2ccccc2C(=O)N1CCC(=O)N1CCc2ccccc21,8,-37,-4,·,-5,-1,-42,-11,-14,-30,-12
Cc1c(Cl)cccc1NC(=O)CSC(N)=O,4,3,6,-2,0,-3,-1,-8,-44,-8,-1
CC(C)N=C1CC(C)(C)CC(=O)/C1=C(/O)CCCN1C(=O)c2ccccc2C1=O,0,15,9,5,-7,-6,6,-7,-18,-2,16
O=C(Nc1cccc(Br)c1)C1CC(=O)N(C2CCCC2)C1 (stereo unspecified),12,20,32,·,-8,-20,-1,-25,2,-9,7
Cc1cc(C)cc(N(C(=O)c2csnn2)C(C(=O)NC(C)(C)C)c2ccccn2)c1 (stereo unspecified),-4,·,5,-3,-2,12,8,2,14,0,8
O=C(Nc1ccc2c(c1)OCCO2)c1ccc(Br)c(S(=O)(=O)N2CCOCC2)c1,61*,8,0,·,82*,-5,-12,0,6,35,3
O=C(CSc1ccccc1)Nc1ccc(C(=O)Nc2cccc(O)c2)cc1,-36,-27,3,-2,1,-1,-27,-13,-58,-19,-128
CCN(CC)C(=O)C(=O)N/N=C/c1ccc(Cl)cc1Cl,11,6,11,-1,-14,-8,-6,20,-10,-7,-5
CCCCCCN=C(C)C1=C(O)C(C(=O)OC)C(C)(C)CC1=O (stereo unspecified),15,-16,2,0,8,3,13,-4,-6,20,12
O=C(COc1ccc2c(-c3ccccc3)cc(=O)oc2c1)NC1CCS(=O)(=O)C1 (stereo unspecified),-3,11,-9,-1,-9,1,-13,14,11,16,-39
Cc1ccc(NC(=O)c2ccncc2)cc1S(=O)(=O)N(C)C,-3,2,11,-5,6,-10,8,-1,-22,-19,25
N#Cc1c(C(F)(F)F)cc(-c2ccccc2)n(N)c1=O,-9,-19,3,1,-11,-21,4,-8,-18,-11,11
CC(C)CN1CC(=O)N2C(c3ccccc3)c3[nH]c4ccccc4c3C[C@H]2C1=O (stereo partly specified),2,12,-26,1,3,23,30,20,-4,22,20
CC(C)c1ccc(NS(=O)(=O)c2ccc(N3C(=O)CCC3=O)cc2)cc1,26,-5,1,0,-3,-3,7,-4,24,5,15
Cn1c(CO)nc2cc(N)ccc21,9,14,-7,1,2,9,9,5,16,-16,8
CCOC(=O)C1CCN(S(=O)(=O)c2ccc3[nH]c(=O)c(=O)[nH]c3c2)CC1,16,1,-6,2,-13,-30,9,20,-17,-7,14
COc1ccc(C(=S)N2CCCC2)cc1OC,13,4,-4,0,3,-2,7,13,-6,-4,9
Cc1cccc(C(=O)O[C@H]2[C@H](C)NS(=O)(=O)[C@H]3CC4C=C[C@]23O4)c1,-4,-7,5,·,-28,4,1,-6,17,-42,6

# 9 compounds out of the list, sorted by molar mass, high to low.
SMILES,TROY signal inh,MITF TRPM1 inh,KKLEB cytotox,NR2E3 ag-1,TWEAK Fn14 block,TRAIL sens C8,Peg3 prom inh,CF NFkB block,NR2E3 ag-2,Shn3 3UTR inh,HIF-2a block
Cn1c(=O)c2c(nc(CN3CCN(C(=O)c4ccco4)CC3)n2Cc2ccccc2)n(C)c1=O,22,-10,4,-1,8,1,5,2,9,-15,8
Cc1cc(C)cc(N(C(=O)c2csnn2)C(C(=O)NC(C)(C)C)c2ccccn2)c1 (stereo unspecified),-4,·,5,-3,-2,12,8,2,14,0,8
O=C(COc1ccc2c(-c3ccccc3)cc(=O)oc2c1)NC1CCS(=O)(=O)C1 (stereo unspecified),-3,11,-9,-1,-9,1,-13,14,11,16,-39
CCCCN(C(=O)C1=COCCO1)c1c(N)n(Cc2ccccc2)c(=O)[nH]c1=O,-8,6,10,1,4,10,-2,1,3,0,7
CC(C)N=C1CC(C)(C)CC(=O)/C1=C(/O)CCCN1C(=O)c2ccccc2C1=O,0,15,9,5,-7,-6,6,-7,-18,-2,16
O=C(Nc1cccc(Br)c1)C1CC(=O)N(C2CCCC2)C1 (stereo unspecified),12,20,32,·,-8,-20,-1,-25,2,-9,7
CCN(CC)C(=O)C(=O)N/N=C/c1ccc(Cl)cc1Cl,11,6,11,-1,-14,-8,-6,20,-10,-7,-5
COc1ccc(C(=S)N2CCCC2)cc1OC,13,4,-4,0,3,-2,7,13,-6,-4,9
Nc1nc2c(ncn2-c2ccccc2)c(=O)[nH]1,-13,7,0,·,-12,-11,7,14,11,-17,-4
